# TROY signal inh: inhibitors of TROY-dependent NF-kB signaling. actives 0.98% (n = 360,000). inhibition, % at 10 µM. Q293 LMP1-TROYcd NF-kB luciferase reporter, 4 h;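 active = compounds whose plate-normalised and pattern-corrected inhibition of the luciferase reporter signal at the single screening dose is 50% or more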
# Vif inh: inhibitors of HIV Vif. HEK293T cells, Vif self-association by quenched fluorescence, imaging, 24 h. inhibition, % at 7.49 µM. actives 0.35% (n = 340,000); in the data active = inhibition above about 50%, passing the limit was not always enough; also: some results filed as inactive read as strong as hits
# C8 TRAIL sens: caspase-8 TRAIL sensitization; actives 1% (n = 360,000); inhibition (viability loss, TRAIL sensitization), % at 10 µM; NB7+C8 cells + TRAIL, ATPlite viability luminescence;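 active = compounds causing at least 50% loss of cell viability in the single-dose screen, relative to plate controls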
# SRC1 inh: inhibits human SRC1 coactivator | actives 0.12% (n = 360,000) | HEK293 GAL4-SRC1 luciferase reporter, luminescence | Q15788 | inhibition, % at 3.6 µM;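 active = inhibition above the campaign mean plus 3 SD, with each screening campaign given its own cutoff, cut at about 60% in these data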;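 also: 0% = DMSO treated cells and 100% = gossypol at 36 µM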
# LRH-1 inv ag: NR5A2 inverse agonism in reporter assay | O00482 | HEK293T StAR-luciferase reporter, LRH-1 transfected, 24 h | actives 0.13% (n = 360,000) | inhibition, % at 3.6 µM | AID 602396;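 active = inhibition above the mean inhibition of all tested compounds plus 3 SD, cut at about 73% in these data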;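 also: 0% = DMSO wells and 100% = reporter-only cells lacking LRH-1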
# NCOA2 inhibitor: human SRC2 (NCOA2) inhibition; Q15596; HEK293 GAL4-SRC2 luciferase reporter, luminescence; inhibition, % at 9 µM; actives 0.17% (n = 370,000); AID 651957;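 active = inhibition above the mean inhibition of all tested compounds plus 3 SD, set per campaign, cut at about 52% in these data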;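 also: 0% = DMSO treated cells and 100% = cells given Gossypol at 36 µM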
# Target sequence (Q15596 whole entry, looked up, the tested form may be a part): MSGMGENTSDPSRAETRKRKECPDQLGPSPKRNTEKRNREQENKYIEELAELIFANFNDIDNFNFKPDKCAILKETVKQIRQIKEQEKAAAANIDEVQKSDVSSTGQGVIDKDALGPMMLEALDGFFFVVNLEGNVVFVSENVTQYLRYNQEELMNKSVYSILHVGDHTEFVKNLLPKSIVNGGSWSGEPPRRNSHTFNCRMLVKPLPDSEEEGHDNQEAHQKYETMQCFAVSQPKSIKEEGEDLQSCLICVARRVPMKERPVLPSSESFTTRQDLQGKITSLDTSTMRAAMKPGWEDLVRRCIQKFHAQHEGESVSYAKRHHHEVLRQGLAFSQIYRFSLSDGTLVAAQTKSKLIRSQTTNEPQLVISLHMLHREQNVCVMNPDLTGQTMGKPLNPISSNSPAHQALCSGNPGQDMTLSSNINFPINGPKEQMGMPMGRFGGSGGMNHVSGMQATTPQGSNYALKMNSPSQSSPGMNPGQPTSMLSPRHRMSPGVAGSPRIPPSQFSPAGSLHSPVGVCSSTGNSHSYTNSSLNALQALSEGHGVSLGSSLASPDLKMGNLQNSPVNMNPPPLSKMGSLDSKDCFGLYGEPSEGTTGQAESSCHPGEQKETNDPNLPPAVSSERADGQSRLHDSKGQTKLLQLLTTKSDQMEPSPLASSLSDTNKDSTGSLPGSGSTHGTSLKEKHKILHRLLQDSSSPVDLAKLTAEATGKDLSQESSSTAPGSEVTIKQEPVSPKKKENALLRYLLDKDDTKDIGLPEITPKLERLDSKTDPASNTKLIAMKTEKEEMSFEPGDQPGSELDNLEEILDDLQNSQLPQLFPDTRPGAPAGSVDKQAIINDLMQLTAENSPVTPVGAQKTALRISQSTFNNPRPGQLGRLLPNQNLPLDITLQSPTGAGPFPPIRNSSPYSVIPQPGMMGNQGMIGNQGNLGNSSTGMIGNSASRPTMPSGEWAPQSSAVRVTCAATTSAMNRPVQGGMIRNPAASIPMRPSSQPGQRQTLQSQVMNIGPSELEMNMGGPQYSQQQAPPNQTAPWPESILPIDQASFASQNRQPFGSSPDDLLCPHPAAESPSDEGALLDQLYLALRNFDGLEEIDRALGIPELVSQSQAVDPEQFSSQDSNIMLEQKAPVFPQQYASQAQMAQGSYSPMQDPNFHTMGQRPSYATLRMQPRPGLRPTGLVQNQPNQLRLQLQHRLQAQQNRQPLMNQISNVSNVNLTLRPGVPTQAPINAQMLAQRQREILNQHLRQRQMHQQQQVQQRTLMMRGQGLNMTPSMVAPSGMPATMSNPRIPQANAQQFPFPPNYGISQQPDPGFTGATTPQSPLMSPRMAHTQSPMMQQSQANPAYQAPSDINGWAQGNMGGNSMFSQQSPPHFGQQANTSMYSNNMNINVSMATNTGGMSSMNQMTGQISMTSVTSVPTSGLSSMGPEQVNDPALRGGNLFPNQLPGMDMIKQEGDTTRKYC
# NR2F2 inh: blocks human COUP-TFII nuclear receptor | inhibition, % at 8.6 µM | P24468 | actives 0.7% (n = 370,000) | HEK293T NGFI-A luciferase reporter, luminescence | AID 686940;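 active = inhibition above a per-plate cutoff, mean inhibition of test wells between control levels plus 3 SD, cut at about 38% in these data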;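 also: cells cotransfected with COUP-TFII expression vector driving the NGFI-A reporter; 0% = median of COUP-TF2 test wells and 100% = reporter-only cells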
# NOD2-RIPK2 inh: blocks binding of human NOD2 to RIPK2; O43353; CHO BLA complementation NOD2-RIPK2, CCF4 ratio; inhibition, % at 4.98 µM; actives 0.38% (n = 360,000); AID 624267; in the data active = inhibition above about 21%;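 also: 0% = vehicle only and 100% = reference blocker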
# NCOA3 inh: inhibits human SRC3 coactivator; HEK293 GAL4-SRC3 luciferase reporter, luminescence; inhibition, % at 3.6 µM; actives 0.17% (n = 360,000); AID 588352;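 active = inhibition above a per-campaign cutoff, the mean of all compounds plus 3 SD, cut at about 60% in these data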;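 also: 0% = DMSO-treated cells and 100% = gossypol-treated cells at 36 µM; higher means less SRC3-driven luciferase light from the GAL4 reporter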
# TLR9-MyD88 block: TLR9-MyD88 interaction inhibition; CHO BLA complementation TLR9-MyD88, CCF4 FRET ratio; inhibition, % at 4.98 µM; actives 0.21% (n = 340,000); AID 504734;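 active = inhibition above the mean over all tested compounds plus 3 SD, cut at about 21% in these data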;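 also: 0% = DMSO only wells and 100% = clavulanate BLA inhibitor control wells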
# EBV LMP1 NFkB: reduces LMP1-driven NF-kappaB luciferase signal; actives 0.69% (n = 350,000); inhibition, % at 12.5 µM; LMP1-induced NF-kappaB luciferase reporter cells, luminescence; AID 504558; in the data active = inhibition above about 41%;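 also: 0% = neutral control wells and 100% = reference inhibitor control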
# Numbers without * were called inactive; · = no result given. These rows are one share of the data; the hit share may differ from the screen's.
no.	SMILES	NOD2-RIPK2 inh	SRC1 inh	LRH-1 inv ag	NR2F2 inh	C8 TRAIL sens	TLR9-MyD88 block	EBV LMP1 NFkB	TROY signal inh	Vif inh	NCOA3 inh	NCOA2 inhibitor
1	CCOC(=O)c1c(NC(=O)c2ccc(Br)o2)sc2c1CCCC2	-7	-7	15	18	6	10	-5	-15	-5	-1	-6
2	CCC1CCCCN1C(=O)c1nn2cccnc2c1Cl (stereo unspecified)	-13	13	-1	3	6	-9	2	-2	-7	18	-33
3	O=C(Nc1ccc(Oc2cccc(C(F)(F)F)c2)nc1)c1ccccc1	3	17	20	30	9	3	21	27	5	29	18
4	N#C/C(=C\c1cccnc1)C(=O)Nc1ccc(O)cc1F	-3	17	-1	5	-7	-4	·	-9	-5	16	-14
5	CN(C)CCNC(=O)C(=O)NCC1OCCN1S(=O)(=O)c1ccc(F)cc1 (stereo unspecified)	2	-8	-17	-2	0	-3	-1	2	0	9	-22
6	O=C(O)CC1=C(Nc2ccccc2)C(=O)N(c2ccccc2)C1c1ccc(F)cc1 (stereo unspecified)	-5	-102	-88	-5	-3	-3	-12	-68	-8	-58	-101
7	CC1(O)CC(C)(C)C(C#N)C(=O)N1 (stereo unspecified)	3	12	19	-4	-12	5	4	7	7	9	-8
8	CCC1Oc2ccc(C)cc2N(Cc2cccc(C)c2)C1=O (stereo unspecified)	4	-2	2	6	2	-29	-1	-6	-6	0	-2
9	C=CCc1cc(C=O)cc(OCC)c1O	3	-8	8	4	-3	1	1	-6	-10	-6	-33
10	COc1ccc(N2CC(C(=O)N[C@@H](C)C(=O)NC(C)c3ccccc3)CC2=O)cc1 (stereo partly specified)	2	2	3	5	-3	-2	-5	0	12	1	9
11	CCCNC(=O)CSc1nc2[nH]ncc2c(=O)[nH]1	3	5	-10	-2	-6	-2	5	7	17	1	-9
12	CCCC/C=C/[C@H](c1ccccc1)[C@H](CO)Cc1cccnc1	-14	-1	-21	-5	7	8	-7	11	-10	7	2
13	Cc1cc(NC(=O)c2ccccc2O)nc(C)n1	9	-5	22	-18	6	-2	-1	6	-2	-2	1
14	COc1ccc(CC2(CO)CCN(Cc3c(C)nn(C(C)C)c3C)CC2)cc1	-1	1	-8	7	-1	-4	6	-13	-1	12	-4
15	O=C(CSCc1ccccc1Br)NC1CC1	1	-9	-19	-18	-2	-8	3	-6	-4	4	9
16	CC(C)CC(N)c1csc(Nc2ccc(C(=O)N(C)Cc3ccccc3)cn2)n1 (stereo unspecified)	-3	-6	14	0	-3	·	·	-10	3	21	13
17	CC(Oc1ccccc1)C(=O)NC1CC(C)(C)NC(C)(C)C1 (stereo unspecified)	-7	0	-11	-4	9	12	-5	6	-3	-26	-30
18	COc1ccccc1N1CCN(Cc2cc(=O)c(OCC#N)co2)CC1	-3	1	12	9	-6	-9	-5	-11	-4	-19	1
19	Cc1ccc(CN(C)C(=O)COc2ccc(S(=O)(=O)N3CCCC3)cc2[N+](=O)[O-])c(C)c1	-4	-18	-35	9	1	4	-10	-8	-2	0	12
20	O=C(c1cc(-c2ccncc2)nc2ccccc12)N1CCN(Cc2ccccc2)CC1	-15	9	8	-10	15	-18	11	-9	51*	5	-16
21	O=C(Nc1ccc(Cl)cc1)N1CCN(Cc2ccc3c(c2)OCO3)CC1	2	4	13	13	-4	-3	7	0	-5	9	-24
22	Cc1nn(-c2ccc(C(=O)O)cc2)c(N)c1-c1ccccc1	-9	-81	-118	-42	21	-11	-20	-26	9	-55	-47
23	O=C1CC(N2CCN(c3nc4ccccc4s3)CC2)C(=O)N1Cc1cccs1 (stereo unspecified)	-1	-9	10	-6	5	-8	15	6	-11	21	4
24	O=C(O)c1c[nH]n2c(=S)ncnc12	5	15	-29	4	13	7	1	6	-9	-6	-6
25	O=c1cc(C(F)(F)F)[nH]c2ccccc12	6	-14	8	-7	-13	2	1	4	-6	-8	-61
26	Cc1ccc(-n2ncc(C(=O)NCc3ccc4c(c3)OCO4)c2NC(=O)c2ccco2)cc1C	6	-16	0	5	-6	9	-1	2	-2	19	3
27	CNC(=O)COC(=O)c1ccc(NS(=O)(=O)c2ccc3c(c2)OCCO3)cc1	1	11	-2	-7	1	1	-3	-9	16	14	-49
28	O=C(CSc1nnc(NC(=O)C2CCC2)s1)Nc1ccccc1	-3	1	12	-15	-6	6	8	16	9	20	-2
29	CCCCC(=O)NC(=S)Nc1cc(C(=O)O)ccc1Cl	4	8	3	-18	-8	6	-3	-11	2	-1	5
30	Cc1cc(C)c2c(N)c3cccc(C)c3nc2n1	-6	16	59	-26	18	7	-23	-50	·	-121	-294
31	C=CCn1c(SCn2nnc3ccccc3c2=O)nnc1-c1ccc(Cl)cc1	-5	-10	11	-1	2	-4	0	-4	-2	-16	2
32	COc1ccccc1CN(C)C(=O)CNC(=O)c1cccc(Cl)c1	4	-2	3	-11	-10	-8	1	10	-5	-5	-2
33	COC(=O)c1ccc(C23CC4(C2)[C@H](CN(CC2CCCCC2)[C@@H]4c2ccccc2)C3c2ccc(Cl)nc2)cc1 (stereo partly specified)	-6	2	0	17	4	3	8	-11	-11	-4	0
34	O=c1ccc(Cc2ccccn2)n[nH]1	-17	4	12	-1	-4	2	-3	0	-8	-15	11
35	COc1ccc(C(=O)/C=C/Nc2ccc(NC(C)=O)cc2)cc1OC	-4	-16	-9	-28	4	2	-1	-27	-7	-10	0
36	CCC(C)(C)n1nnnc1C(c1cccnc1)N1CCC(Cc2ccccc2)CC1 (stereo unspecified)	-2	8	-5	10	4	12	15	16	-3	18	-13
37	COc1cc(/C=C2\SC(=O)N(CC(=O)Nc3cccc(C)c3)C2=O)cc([N+](=O)[O-])c1O	-20	-8	-2	12	10	·	-1	26	-4	-1	-30
38	CC1(C)NC(=O)N(CC(O)CN(Cc2ccccc2)Cc2ccccc2)C1=O (stereo unspecified)	-3	-16	-1	-21	6	-1	-5	-8	-20	-1	-17
39	CN1C(=O)[C@H]2[C@@H](C3CC3)N3C(=O)CN(Cc4ccc(-c5ccccc5)cc4)C(=O)[C@@]3(C)[C@H]2C1=O	-2	-22	-4	21	-7	1	-3	-21	9	-16	-15
40	CCc1ccc(-n2c(=O)c3ccccc3n(CC(=O)NCc3ccco3)c2=O)cc1	-6	-4	-7	8	6	-2	3	-14	-5	-1	3
41	Cc1cccc(N2C(=O)CC(Sc3nnc(C)s3)C2=O)c1 (stereo unspecified)	-6	-34	4	1	-16	-7	1	19	6	-22	7
42	COc1ccc2c(c1)c(C(=O)CN1CCc3ccccc3C1)c(C)n2C	1	-5	24	-12	-12	2	7	2	0	10	-18
43	O=C(Nc1cccc2nsnc12)c1ccc2c(c1)OCO2	-6	-42	-71	-20	2	1	-25	-34	-6	-31	-24
44	C1=CCN(Cc2ccccc2)C1	-12	-5	11	-14	-3	0	1	4	-5	2	8
45	Cc1ccc(Cc2cnc(N)s2)o1	-3	7	16	8	14	-12	-13	-18	-1	0	-3
46	CCc1ccc(N(CC(=O)NC(C)C)C(=O)CCC(=O)Nc2nccs2)cc1	-3	-4	8	2	-7	-14	7	-1	17	-18	-21
47	CC(=O)Nc1ccc(S(=O)(=O)N(C)c2ccc(OCC(=O)NCCc3ccccc3F)cc2)cc1	-1	-11	-5	13	4	-3	-5	-7	-6	-3	23
48	COC(=O)C1=C(C(=O)OC)[C@@H]2N(C)c3ccc(OC)cc3[C@@]23C[C@@H](C(=O)OC)N(C(=O)CC(C)C)C3=N1	-5	3	10	-1	-3	-2	6	-6	·	-10	22
49	O=C(CSc1nnc(Nc2ccccc2)s1)NC1CCCC1	-7	3	-27	6	-8	-2	-2	-16	-1	3	10
50	O=C(Cn1c(=O)[nH]c2ccccc2c1=O)Nc1ccc2c(c1)OCO2	-6	8	-4	-1	-4	5	-13	-32	0	-15	-26
51	C=CCNC(=O)c1cc(Cl)ccc1Cl	-4	-6	2	-1	-4	-3	-6	-10	12	14	-8
52	COC(=O)C[C@H]1C=C[C@@H](C(C(=O)OC)C(=O)OC)CN1C(C)=O	-10	-5	-9	-11	-11	-1	2	-2	-5	-13	1
53	O=C(NC1CCCCC1)c1ccc([N+](=O)[O-])o1	1	0	55	·	16	6	-16	1	25	-4	·

# 3 entries out of the list, arranged by SMILES length, rising.
no.	SMILES	NOD2-RIPK2 inh	SRC1 inh	LRH-1 inv ag	NR2F2 inh	C8 TRAIL sens	TLR9-MyD88 block	EBV LMP1 NFkB	TROY signal inh	Vif inh	NCOA3 inh	NCOA2 inhibitor
44	C1=CCN(Cc2ccccc2)C1	-12	-5	11	-14	-3	0	1	4	-5	2	8
51	C=CCNC(=O)c1cc(Cl)ccc1Cl	-4	-6	2	-1	-4	-3	-6	-10	12	14	-8
46	CCc1ccc(N(CC(=O)NC(C)C)C(=O)CCC(=O)Nc2nccs2)cc1	-3	-4	8	2	-7	-14	7	-1	17	-18	-21

# Of the compounds above, these contain a thiophene ring, fused or not.
no.	SMILES	NOD2-RIPK2 inh	SRC1 inh	LRH-1 inv ag	NR2F2 inh	C8 TRAIL sens	TLR9-MyD88 block	EBV LMP1 NFkB	TROY signal inh	Vif inh	NCOA3 inh	NCOA2 inhibitor
1	CCOC(=O)c1c(NC(=O)c2ccc(Br)o2)sc2c1CCCC2	-7	-7	15	18	6	10	-5	-15	-5	-1	-6
23	O=C1CC(N2CCN(c3nc4ccccc4s3)CC2)C(=O)N1Cc1cccs1 (stereo unspecified)	-1	-9	10	-6	5	-8	15	6	-11	21	4

# Structures from the list above that have a nitro group on carbon, in the order listed:
no.	SMILES	NOD2-RIPK2 inh	SRC1 inh	LRH-1 inv ag	NR2F2 inh	C8 TRAIL sens	TLR9-MyD88 block	EBV LMP1 NFkB	TROY signal inh	Vif inh	NCOA3 inh	NCOA2 inhibitor
19	Cc1ccc(CN(C)C(=O)COc2ccc(S(=O)(=O)N3CCCC3)cc2[N+](=O)[O-])c(C)c1	-4	-18	-35	9	1	4	-10	-8	-2	0	12
37	COc1cc(/C=C2\SC(=O)N(CC(=O)Nc3cccc(C)c3)C2=O)cc([N+](=O)[O-])c1O	-20	-8	-2	12	10	·	-1	26	-4	-1	-30
53	O=C(NC1CCCCC1)c1ccc([N+](=O)[O-])o1	1	0	55	·	16	6	-16	1	25	-4	·

# One compound at a time, as listed above:
# `C1=CCN(Cc2ccccc2)C1` as listed: NOD2-RIPK2 inh = -12; SRC1 inh = -5; LRH-1 inv ag = 11; NR2F2 inh = -14; C8 TRAIL sens = -3; TLR9-MyD88 block = 0; EBV LMP1 NFkB = 1; TROY signal inh = 4; Vif inh = -5; NCOA3 inh = 2; NCOA2 inhibitor = 8
# `O=C(O)c1c[nH]n2c(=S)ncnc12` as listed: NOD2-RIPK2 inh = 5; SRC1 inh = 15; LRH-1 inv ag = -29; NR2F2 inh = 4; C8 TRAIL sens = 13; TLR9-MyD88 block = 7; EBV LMP1 NFkB = 1; TROY signal inh = 6; Vif inh = -9; NCOA3 inh = -6; NCOA2 inhibitor = -6
